# Cycloheximide cs: counter-screen hit for Shiga toxin inhibitors, cycloheximide | cell reporter, cycloheximide protein synthesis inhibition counterscreen | max response, % | hit rate 12% among 300,000 | AID 2314; in the data active means max response mostly above about 13%, no sharp cut-off; inactive means mostly below about 14%; further: read at 38.3 µM for the half of the compounds with a filed dose; 0% is about no effect
# Pf growth 48h: P. falciparum growth inhibition at 48 hours (one generation). P. falciparum luciferase growth in erythrocytes, 48 h. Potency, µM (doses to about 28.7 µM), for the others: at the highest dose activity change, negative = inhibition, most hits filed as inhibitors. hit rate 5.9% among 310,000. AID 504832; further: potency means the concentration at half of the fitted maximal effect; on the % scale 0 is the no-effect control and ±100 the full control effect
#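 First compound was added to culture medium, then infected red cells at 0.1% parasitemia and 2% hematocrit (final). After incubation at 37 C under 5% CO2, luciferase detection reagent was dispensed and light output recorded.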
# Giardia FBPA inh: blocks Giardia fructose-bisphosphate aldolase activity; A8B2U2; purified Giardia FBPA; Potency, µM (doses to about 59.6 µM), for the others: at the highest dose activity, negative = inhibition, usual class: inhibitors; hit rate 0.71% among 290,000; AID 2451; further: potency means the concentration at half of the fitted maximal effect; on the % scale 0 is the no-effect control and ±100 the full control effect; nearly all actives have a fitted effect of over 55% in size
# Target sequence (A8B2U2 whole entry, looked up): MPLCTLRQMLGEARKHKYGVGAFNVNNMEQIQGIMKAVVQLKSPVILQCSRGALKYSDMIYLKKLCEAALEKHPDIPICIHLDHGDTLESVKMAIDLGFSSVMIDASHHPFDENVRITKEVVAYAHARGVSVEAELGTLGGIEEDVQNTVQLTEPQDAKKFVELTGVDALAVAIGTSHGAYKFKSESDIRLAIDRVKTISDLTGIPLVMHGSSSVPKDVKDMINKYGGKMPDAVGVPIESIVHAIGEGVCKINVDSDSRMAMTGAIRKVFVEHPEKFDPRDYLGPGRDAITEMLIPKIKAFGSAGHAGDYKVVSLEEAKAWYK
#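 40 nM FBPA preincubated 10 min at RT with compound (up to 57.5 uM final), then substrate plus GAPDH/TPI/NAD/arsenate coupling and diaphorase/resazurin added. Fluorescence read after 20 min at RT, 525/598 nm.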
# Sm TGR block: inhibitors of Schistosoma mansoni thioredoxin glutathione reductase. Q962Y6. purified TGR, DTNB reduction, TNB absorbance 405 nm. Potency, µM (titrated, usually from 114 µM), for inactives: at the top dose activity change, negative = inhibition, actives largely listed as inhibitors. hit rate 3% among 360,000; further: potency means the concentration at half of the fitted maximal effect; on the % scale 0 is the no-effect control and ±100 the full control effect; nearly all actives have a fitted effect of over 60% in size
#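 First, TGR (20 nM dispensed) and NADPH were mixed with compound. Second, a 15 min room-temperature incubation followed. Third, further NADPH and then DTNB were added to start the reaction. Finally, TNB absorbance was monitored kinetically.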
# Shiga inhibitor: Shiga toxin inhibition. Vero cells, Shiga toxin protein synthesis inhibition reporter. hit rate 9.2% among 290,000. inhibition, % at 38.7 µM. AID 2315; in the data active means inhibition mostly above about 28%, no sharp cut-off; inactive means mostly below about 43%; further: 0% is about no effect
# Pf growth 96h: inhibits malaria parasite growth, 96 h; hit rate 6.9% among 320,000; P. falciparum luciferase reporter growth, 96 h; Potency, µM (top dose mostly 28.7 µM), without a hit: top-dose activity change, negative = inhibition, usual class: inhibitors; AID 504834; further: potency means the concentration at half of the fitted maximal effect; on the % scale 0 is the no-effect control and ±100 the full control effect
#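 Readout is luminescence from an integrated firefly luciferase in P. falciparum. Red cells, 2% hematocrit and 0.05% parasitemia final, were cultured with compound through two parasite generations (96 hours) at 37 C, 5% CO2.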
# The depositor's hits bear a star; ? = inconclusive; . = no result given; & = joins results of further samples; [ ] = dose if it differs, or a comment. Unless noted, the call rests on the fitted dose curve; in most records, active means well fitted curve in the direction sought with a large enough effect; inconclusive means small, poorly fitted or top-dose-only effect, or another doubt; inactive means no such curve, though single readings can be large; an effect the other way counts as inactive or inconclusive.
SMILES,Cycloheximide cs,Pf growth 48h,Giardia FBPA inh,Sm TGR block,Shiga inhibitor,Pf growth 96h
COc1ccc(C2C(C#N)=C(N)OC3=C2C(=O)CC(C)(C)C3)c([N+](=O)[O-])c1OC (configuration not stated),-2.7,?,-9.2%,1.9%,-8.2,?
CCc1cc(=O)oc2c(CNCc3ccc(OC)cc3OC)c(O)c(Cl)cc12,-0.8,?,?,0.3%,-8.1,?
CCCCS(=O)c1snnc1C (configuration not stated),-2.4,19.1%,2.8%,-15.6%,2.2,44.3%[activator]
O=c1c2cc(NC(=S)N3CCCCCC3)ccc2nc2n1CCCCC2,-1.9,-19.4%,-5.0%,26.6%,-5.2,-7.7%
CCn1c(O)c(C(C#N)=C2N=c3ccccc3=N2)c2ccccc21,4.2,?,-2.6%,0.3%,-28.3,42.3%[activator]
CCOC(=O)c1ccc(OC)c(OC)c1Cl,-2.8,-4.2%,6.2%,12.9%,-2.2,2.3%
Cc1cccc(NC(=O)NC(C)C(c2ccccc2)N2CCN(C)CC2)c1 (configuration not stated),1.8,32.8%[5.75 µM],1.6%,15.8%,-1.0,33.9%[5.75 µM]
CCCCN=C1N/C(=C\c2ccco2)C(=O)N1c1ccccc1,7.3,7.0%,.,20µM*,-3.1,11.0%
CC1(C)C2CCC1(C)C(OCCNCCOC(=O)Nc1ccccc1)C2 (configuration not stated),-1.1,?,2.2%,7.2%,11.9,-15.1%
CCCC(=O)Nc1c(-c2ccccc2)c(=O)c(C)nn1-c1ccccc1,3.4,1.9%,3.5%,10.7%,-4.8,-6.2%
O=C(Nc1cccc(Cl)c1)c1cc(F)cc2c1OCOC2,7.7,70.6%[activator],0.7%,-4.0%,9.6,59.1%[activator]
CC1(C)Cc2ccccc2C(C(=O)c2ccccc2)=N1,-2.1,-11.0%,3.6%,1.5%,-2.2,23.8%
CC(=O)Nc1ccc(NC(=O)C(C)OC(=O)CCCN2C(=O)c3cccc4cccc(c34)C2=O)cc1 (configuration not stated),.,24.9%,.,1.2%,.,9.0%
Cn1c(Cn2c(C(F)(F)F)nc3ccccc32)nc2ccccc21,-2.0,.,-5.2%,1.9%,-12.2,-22.9%
C=CCn1c(Cc2cccs2)nnc1SCC(=O)Nc1ccc(OC)c(OC)c1,-1.1,5.0%,5.9%,4.8%,0.5,-22.2%

# Looked up by compound from the list above, 2 records:
SMILES,Cycloheximide cs,Pf growth 48h,Giardia FBPA inh,Sm TGR block,Shiga inhibitor,Pf growth 96h
CCCC(=O)Nc1c(-c2ccccc2)c(=O)c(C)nn1-c1ccccc1,3.4,1.9%,3.5%,10.7%,-4.8,-6.2%
Cc1cccc(NC(=O)NC(C)C(c2ccccc2)N2CCN(C)CC2)c1 (configuration not stated),1.8,32.8%[5.75 µM],1.6%,15.8%,-1.0,33.9%[5.75 µM]

# The list continues.
SMILES,Cycloheximide cs,Pf growth 48h,Giardia FBPA inh,Sm TGR block,Shiga inhibitor,Pf growth 96h
Cc1[nH]c2ccc(C(=O)NCCCN3CCCC3)cc2c1C,-4.1,-7.1%,-28.7%,-29.9%,1.5,34.5%[activator]
Cc1c(NC(=O)c2cc(-c3ccccc3)on2)c(=O)n(-c2ccccc2)n1C,-0.8,4.0%,4.7%,-7.1%,-25.3,-17.2%
C[C@@]12C=Cc3occc3C1CC[C@@]13C[C@@H](CCC12)[C@@](O)(CO)C3 (some centres not stated),0.4,.,-8.0%,.,23.0,.
CCCNC(=O)c1nn2cc(Br)cnc2c1Cl,20.1,40.0%[activator],0.7%,5.9%,-2.1,-3.8%
COc1ccc(-n2nc(C(=O)NCC(=O)NCCCN3CC(C)CC(C)C3)c3ccccc3c2=O)cc1Cl (configuration not stated),-7.9,6.57µM*,3.4%,-15.4%,-10.4,28.8%
CCCN(CC(=O)Nc1ccccc1C)C(=O)c1ccc(N2CCCCCC2)c([N+](=O)[O-])c1,2.2,?,0.3%,3.5%,-10.2,?
O=C(NN1C(=O)C2C3CCC(O3)C2C1=O)c1ccc(Br)o1 (configuration not stated),9.6,5.8%,4.7%,-2.1%,3.7,-27.4%
S=C(NCc1ccncc1)Nc1ccc(Cl)cc1Cl,7.7,-35.3%,4.0%,35.5µM*,2.8,22.6%
O=C(O)C1C2C=CC3(CN(Cc4ccccn4)C(=O)C13)O2 (configuration not stated),-3.9,31.4%[activator],-0.1%,?,-19.1,.
O=C(Nc1ccc(Cl)cc1)c1cc2nc(-c3ccco3)cc(C(F)(F)F)n2n1,-0.8,-15.6%,1.8%,-23.9%,-23.7,0.0%
O=S(=O)(O)c1cccc(N=Nc2c(O)ccc3ccccc23)c1,-1.9,?,9.1%,20µM*,-6.4,10.4µM*
Cc1ccc(C(C(=O)NCc2ccc(F)cc2)N(C(=O)c2csnn2)C2CC2)o1 (configuration not stated),-3.6,.,0.5%,-8.8%[11.4 µM],-12.7,?
O=S(=O)(c1cccc2nsnc12)N1CCc2ccccc2C1,22.8,19.1%,-0.3%,-25.0%,53.5,?
CNC(=O)CSc1nc2nc(C)cc(C)n2n1,-5.5,.,2.5%,7.4%,-13.5,-28.9%
C[C@@H]1NC(=O)[C@H](CCC(N)=O)NC(=O)c2cc([N+](=O)[O-])cc(I)c2NCC[C@@H](C(N)=O)NC1=O,-3.6,9.0%,0.5%,-21.8%,-13.2,4.5%
O=C1NC(=S)S/C1=C\c1ccc(SCc2ccccc2)o1,-2.8,12.9%,17.4%,?,-8.2,?
Cc1cc(C)c(NC(=O)CSc2nnc(-c3ccncc3)n2Cc2ccco2)c(Cl)c1,3.5,?,-21.5%,22.4µM*,-7.9,?
O=C(O)CCSCC(=O)Nc1c(C(=O)C2CC2)oc2ccccc12,-0.5,5.8%,?,1.7%,-13.6,25.1%
CC(C)CCNC(=O)C(c1ccco1)N(Cc1cccs1)C(=O)Cn1nnc2ccccc21 (configuration not stated),-2.4,-26.9%,2.2%,-2.3%,-11.5,?
COc1ccc(C(=O)CCC(=O)O)cc1,-0.9,.,2.5%,-2.0%,20.7,?
CCCCNCCCOc1cccc(Cl)c1,0.6,?,-0.1%,0.0%,-1.5,7.0%
O=C(c1sc2ccccc2c1Cl)N1CCN(c2ncccn2)CC1,-3.0,22.7%,1.5%,5.4%,-6.0,4.8%
CC(=O)N1CCN(S(=O)(=O)c2cccc(C(=O)N(Cc3ccccc3)c3cccc(C)c3)c2)CC1,.,?,.,5.6%,.,8.28µM*
O=C(COC(=O)c1ccccn1)NC(=O)c1ccccc1,.,20.3%,.,0.9%,.,20.2%
CCOC(=O)c1c(C)[nH]c(C(=O)OCCOc2ccc(Cl)cc2)c1C,-0.4,34.2%[activator],-0.6%,4.0%,-6.6,63.2%[activator]
CCOC(=O)c1cccc(NC(=O)CCn2c(=O)oc3ccccc32)c1,5.7,?,4.1%,-2.8%&2.8%,0.9,-27.1%
Cc1nc2ccc(OC(=O)c3ccccc3)cc2s1,13.5*,-14.0%,1.5%,-33.6%,18.9,-11.0%
Cc1c(/C=N/NC(=O)c2ccccc2O)c2ccccn2c1C(=O)c1ccc(F)cc1,15.4*,8.28µM*,-17.4%,0.6%,27.2,?
COc1ccc(C(=O)N2CC3(CC(c4cccc([N+](=O)[O-])c4)=NO3)C[C@H]2C(=O)NCC(N)=O)cc1 (some centres not stated),-4.4,?,0.1%,5.9%,-12.4,52.6%[activator]
COc1ccc(CCNc2c(C)c(C)nc3ncnn23)cc1,-4.4,?,-15.4%,2.5%,-13.9,0.8%[5.75 µM]

# Part of the list above, bar-delimited:
Compound | Cycloheximide cs | Pf growth 48h | Giardia FBPA inh | Sm TGR block | Shiga inhibitor | Pf growth 96h
O=C1NC(=S)S/C1=C\c1ccc(SCc2ccccc2)o1 | -2.8 | 12.9% | 17.4% | ? | -8.2 | ?
Cc1cc(C)c(NC(=O)CSc2nnc(-c3ccncc3)n2Cc2ccco2)c(Cl)c1 | 3.5 | ? | -21.5% | 22.4µM* | -7.9 | ?
O=C(O)CCSCC(=O)Nc1c(C(=O)C2CC2)oc2ccccc12 | -0.5 | 5.8% | ? | 1.7% | -13.6 | 25.1%
CC(C)CCNC(=O)C(c1ccco1)N(Cc1cccs1)C(=O)Cn1nnc2ccccc21 (configuration not stated) | -2.4 | -26.9% | 2.2% | -2.3% | -11.5 | ?
COc1ccc(C(=O)CCC(=O)O)cc1 | -0.9 | . | 2.5% | -2.0% | 20.7 | ?
CCCCNCCCOc1cccc(Cl)c1 | 0.6 | ? | -0.1% | 0.0% | -1.5 | 7.0%
O=C(c1sc2ccccc2c1Cl)N1CCN(c2ncccn2)CC1 | -3.0 | 22.7% | 1.5% | 5.4% | -6.0 | 4.8%
CC(=O)N1CCN(S(=O)(=O)c2cccc(C(=O)N(Cc3ccccc3)c3cccc(C)c3)c2)CC1 | . | ? | . | 5.6% | . | 8.28µM*
O=C(COC(=O)c1ccccn1)NC(=O)c1ccccc1 | . | 20.3% | . | 0.9% | . | 20.2%

# (continued)
SMILES,Cycloheximide cs,Pf growth 48h,Giardia FBPA inh,Sm TGR block,Shiga inhibitor,Pf growth 96h
Cc1ccc(NC(=O)C2=NNC(=O)CC2)cc1S(=O)(=O)Nc1ccc(SC(F)F)cc1,.,-16.1%,.,0.4%,.,0.3%
COC(=O)c1ccc(CNC(=O)COC(=O)C2CC3C=CC2C3)cc1 (configuration not stated),0.8,11.5%,2.3%,7.6%,27.9,47.0%[activator]
CSCCC(NC(=O)c1ccc(Cl)cc1)C(=O)OCC(C)=O (configuration not stated),-1.5,34.9%[activator],4.2%,-19.0%,-5.9,26.1%
O=C1CCN(Cc2ccc(O)cc2)CCN1[C@H](CO)c1ccccc1,4.3,?,15.2%,?,5.6,3.1%
CCOC(=O)c1c(CN2CCN(c3ccccc3)CC2)oc2cc(Br)c(O)cc12,-2.0,1.65µM*,-27.2%,8.0%,2.6,?
CCCCNc1nnc(Cc2ccc(Cl)cc2)c(=O)[nH]1,-3.5,-9.2%,1.0%,4.8%,-6.4,?
CCc1c(C)nc(N)n2c(SCC(=O)Nc3ccccc3OC)nnc12,6.0,-4.3%,10.1%,6.1%,6.0,10.4µM*
O=C(NCc1ccccn1)Nc1cccc(Cl)c1Cl,59.2*,20.5%,.,1.8%,34.7,0.0%
CC(C)Cn1c(N)c(C(=O)CSc2nnnn2C)c(=O)n(C)c1=O,-3.5,?,0.5%,4.9%,-5.3,?
Cc1cc2cc(CCNS(=O)(=O)c3ccc(F)cc3)c(=O)[nH]c2cc1C,-0.5,?,11.3%,19.9%,-8.0,?
Cc1cccc(C)c1NC(=O)CN(C)C(=O)c1ccc(N2C(=O)CCC2=O)cc1,.,48.7%[activator],.,6.3%,.,-1.8%
COc1ccccc1C(=O)OCC(=O)c1cccc([N+](=O)[O-])c1,27.5*,32.5%[activator],0.0%,-20.2%,-9.2,25.4%
CC(NC(=O)c1ccccc1)c1nc2ccccc2n1Cc1ccc(C#N)cc1 (configuration not stated),-3.5,?,-4.8%,4.2%,-6.1,?
O=C(NCC(c1ccco1)N1CCN(c2ccccc2)CC1)c1ccc2c(c1)OCO2 (configuration not stated),-1.2,-18.1%,5.5%,-6.2%,12.5,36.3%[activator]
CC(CCc1ccccc1)NC(=O)C(=O)NCCO (configuration not stated),-4.6,-0.9%,4.8%,8.0%,-18.0,31.2%[activator]
O=C(CSc1nc(=O)n(CCCN2CCOCC2)c2c1CCCC2)Nc1cccc([N+](=O)[O-])c1,.,?,.,-9.2%,.,?
O=C(Nc1ccc(C(=O)O)cc1)/C(=C\C=C\c1ccccc1)NC(=O)c1ccccc1Cl,0.9,-11.5%,.,2.4%,-4.6,?
O=[N+]([O-])c1cccc(-c2nnc(CNC3CC3)o2)c1,6.2,5.0%,-0.3%,-0.1%,24.9,-0.1%

# Screening data deposited in PubChem BioAssay by National Center for Advancing Translational Sciences (NCATS).
